MITF primary: blocks human microphthalmia-associated transcription factor; O75030; AlphaScreen MITF homodimerization, bead proximity signal; inhibition, % at 2.6 µM; 650,000 tested, 0.91% active; AID 1259374; in the data active = inhibition above about 50%;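 note: 0% = vehicle wells with protein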
Target sequence (O75030 whole entry, looked up): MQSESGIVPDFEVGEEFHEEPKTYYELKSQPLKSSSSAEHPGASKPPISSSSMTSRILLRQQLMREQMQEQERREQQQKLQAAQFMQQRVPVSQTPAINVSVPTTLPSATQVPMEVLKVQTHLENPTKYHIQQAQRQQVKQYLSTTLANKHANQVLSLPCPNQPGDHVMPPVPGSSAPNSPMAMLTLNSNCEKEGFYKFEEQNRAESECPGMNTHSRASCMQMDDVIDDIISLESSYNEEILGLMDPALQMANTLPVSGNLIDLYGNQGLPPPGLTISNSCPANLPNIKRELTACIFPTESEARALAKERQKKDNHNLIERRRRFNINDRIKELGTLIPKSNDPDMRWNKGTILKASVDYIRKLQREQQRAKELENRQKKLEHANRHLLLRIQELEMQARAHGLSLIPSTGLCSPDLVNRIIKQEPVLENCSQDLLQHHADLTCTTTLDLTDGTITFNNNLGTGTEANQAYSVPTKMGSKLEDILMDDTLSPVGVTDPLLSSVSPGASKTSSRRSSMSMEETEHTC
FBW7 act: activators of human E3 ligase FBW7. Q969H0. AlphaScreen FBW7–phospho-cyclin E peptide binding, activator screen. normalized activity (activation), % at 26.1 µM. 650,000 tested, 0.13% active. AID 1259310; in the data active = normalized activity above about 1.9%;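 note: purified mutant Fbw7 with reduced substrate affinity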
GPR151 activ: human GPR151 activation | Q8TDV0 | PathHunter beta-arrestin GPR151 cells, luminescence | activation, % at 11.2 µM | 650,000 tested, 1% active | AID 1508602; in the data active = activation above about 4.9%;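 note: 0% = median of compound wells and 100% = cells with positive control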
Target sequence (Q8TDV0 whole entry, looked up): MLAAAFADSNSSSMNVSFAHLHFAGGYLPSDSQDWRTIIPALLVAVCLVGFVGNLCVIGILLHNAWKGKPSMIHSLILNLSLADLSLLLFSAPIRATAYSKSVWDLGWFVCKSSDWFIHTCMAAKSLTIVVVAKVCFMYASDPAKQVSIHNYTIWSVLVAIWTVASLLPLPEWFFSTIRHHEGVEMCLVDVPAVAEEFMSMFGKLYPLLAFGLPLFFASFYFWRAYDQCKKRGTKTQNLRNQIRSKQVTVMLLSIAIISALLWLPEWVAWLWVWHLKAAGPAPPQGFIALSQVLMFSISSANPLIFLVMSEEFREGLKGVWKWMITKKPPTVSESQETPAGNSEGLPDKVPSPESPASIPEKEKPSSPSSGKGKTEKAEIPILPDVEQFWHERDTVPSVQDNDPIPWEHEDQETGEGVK
TEAD-YAP block: TEAD-YAP interaction inhibition; HEK-TIYL cells, TEAD-Gal4/YAP UAS-luciferase luminescence; inhibition, % at 9.12 µM; 640,000 tested, 1.4% active; in the data active = inhibition above about 32%;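 note: 0% = median of test compound wells and 100% = reference inhibitor wells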
Starred values were filed as active, the others as inactive; x = no result given; & = joins results of further samples.

The opening 19 records (preview)
SMILES	MITF primary	FBW7 act	GPR151 activ	TEAD-YAP block
CCOc1ccc(NC(=O)c2ccc(OC)cc2)c([N+](=O)[O-])c1	11.3	-0.2	0.1	-34.6
Cc1nonc1C(=O)NCC1Cc2c(F)ccc(-c3ccc(C(=O)C4CC4)cc3)c2O1 (stereo not given)	-13.6	0.0	-1.4	63.1*
COc1ccc(-c2nnc3ccc(C(F)(F)F)cn23)cc1	1.9	0.8	2.0	-1.9
CCCCCCc1cc2c(-c3ccccc3)cc(=O)oc2cc1OCC(N)=O	0.9	-0.1	-0.2	-13.6
CCCCCCCCCCCCCCCCCCCCCC(=O)NCCS(=O)(=O)O	15.3	x	-1.5	x
CN1/C(=C/C(=O)c2ccco2)C(C)(C)c2ccccc21	5.3	0.8	3.9	35.0*
O=c1ccn2c(SCc3cccc(F)c3)nnc2[nH]1	3.4	0.0	-1.1	4.9
O=S(=O)(c1ccc(Cl)cc1)N1CCC2CCCCC2C1 (stereo not given)	-7.5	0.1	-0.9	11.5
CC(C)c1nc2ccccc2c2nn(CC(=O)NCC3CC3)c(=O)n12	-5.3	-0.3	-0.1	-4.1
COc1ccc(N=Cc2cc([N+](=O)[O-])ccc2O)c2ccccc12	8.6	0.3	0.9	-5.1
CCOc1cc(OCC)cc(C(=O)O)c1	16.9	0.0	0.4	-3.0
COC(=O)c1ccc(C)c(NCC(=O)c2c[nH]c3ccccc23)c1	0.1	-0.1	4.5	-1.5
CCOC(=O)c1c(NC(=O)c2ccoc2C)sc2c1CCC(CC)C2 (stereo not given)	10.2	0.3	-0.7	-11.4
C=CCn1c(=N)c(C(N)=S)cc2c(=O)n3ccccc3nc21	2.0	-0.1	-2.2	-20.5
O=C(Nc1cccc(F)c1)C1COc2ccccc2O1 (stereo not given)	-7.8	0.4	1.8	-40.9
O=C(Nc1nc(-c2ccc3c(c2)CCN3C(=O)C2CCCCC2)cs1)c1ccncc1	-0.5	0.0	-0.9	-1.2
CCOC(=O)Nc1cc(C(=O)OC)cc(C(=O)OC)c1	-4.7	0.1	1.2	5.2
CC1=C(C(=O)OCC2CCCO2)C(c2ccc(F)cc2)C2=C(CC(c3cccs3)CC2=O)N1 (stereo not given)	10.6	-0.1	1.5	27.9
CC(C)(C)c1ccc(C(=O)Nc2sc3c(c2CN2CCCC2)CCCC3)cc1	11.0	0.1	3.6	-21.4

This part in full, previewed entries included:
SMILES	MITF primary	FBW7 act	GPR151 activ	TEAD-YAP block
CCOc1ccc(NC(=O)c2ccc(OC)cc2)c([N+](=O)[O-])c1	11.3	-0.2	0.1	-34.6
Cc1nonc1C(=O)NCC1Cc2c(F)ccc(-c3ccc(C(=O)C4CC4)cc3)c2O1 (stereo not given)	-13.6	0.0	-1.4	63.1*
COc1ccc(-c2nnc3ccc(C(F)(F)F)cn23)cc1	1.9	0.8	2.0	-1.9
CCCCCCc1cc2c(-c3ccccc3)cc(=O)oc2cc1OCC(N)=O	0.9	-0.1	-0.2	-13.6
CCCCCCCCCCCCCCCCCCCCCC(=O)NCCS(=O)(=O)O	15.3	x	-1.5	x
CN1/C(=C/C(=O)c2ccco2)C(C)(C)c2ccccc21	5.3	0.8	3.9	35.0*
O=c1ccn2c(SCc3cccc(F)c3)nnc2[nH]1	3.4	0.0	-1.1	4.9
O=S(=O)(c1ccc(Cl)cc1)N1CCC2CCCCC2C1 (stereo not given)	-7.5	0.1	-0.9	11.5
CC(C)c1nc2ccccc2c2nn(CC(=O)NCC3CC3)c(=O)n12	-5.3	-0.3	-0.1	-4.1
COc1ccc(N=Cc2cc([N+](=O)[O-])ccc2O)c2ccccc12	8.6	0.3	0.9	-5.1
CCOc1cc(OCC)cc(C(=O)O)c1	16.9	0.0	0.4	-3.0
COC(=O)c1ccc(C)c(NCC(=O)c2c[nH]c3ccccc23)c1	0.1	-0.1	4.5	-1.5
CCOC(=O)c1c(NC(=O)c2ccoc2C)sc2c1CCC(CC)C2 (stereo not given)	10.2	0.3	-0.7	-11.4
C=CCn1c(=N)c(C(N)=S)cc2c(=O)n3ccccc3nc21	2.0	-0.1	-2.2	-20.5
O=C(Nc1cccc(F)c1)C1COc2ccccc2O1 (stereo not given)	-7.8	0.4	1.8	-40.9
O=C(Nc1nc(-c2ccc3c(c2)CCN3C(=O)C2CCCCC2)cs1)c1ccncc1	-0.5	0.0	-0.9	-1.2
CCOC(=O)Nc1cc(C(=O)OC)cc(C(=O)OC)c1	-4.7	0.1	1.2	5.2
CC1=C(C(=O)OCC2CCCO2)C(c2ccc(F)cc2)C2=C(CC(c3cccs3)CC2=O)N1 (stereo not given)	10.6	-0.1	1.5	27.9
CC(C)(C)c1ccc(C(=O)Nc2sc3c(c2CN2CCCC2)CCCC3)cc1	11.0	0.1	3.6	-21.4
COc1cc(C)c(C(C)C)cc1S(=O)(=O)n1ccnc1	2.2	0.0	-0.9	0.3
CCc1ccc(N(CC(=O)NC2CCCC2)S(=O)(=O)c2c(C)noc2C)cc1	5.9	-0.1	-0.8	2.4
CCCN1CCC(NC(=O)Nc2cc(Cl)ccc2OC)CC1	13.8	0.0	1.0	-3.8
Cc1ccc(CN2CCc3nncn3CC2)cc1	-0.1	0.2	1.9	0.6
O=C(c1cccnc1)N1CCN(c2c(Cl)cccc2[N+](=O)[O-])CC1	12.4	0.1	0.0	5.8
O=C1NC(c2cccs2)Nc2c1sc(=S)n2-c1ccccc1 (stereo not given)	2.9	0.0	-0.6	2.8
CCCCCOC(=O)c1ccc2c(c1)C(=O)NC2=O	0.5	-0.1	0.4	7.1
COc1cc(-c2cc(-c3ccccc3)nc(SCC(=O)Nc3ccc4c(c3)OCO4)c2C#N)cc(OC)c1OC	-5.8	0.5	-1.4	1.4
COc1ccc(C(=O)NCCSc2c[nH]c3ccccc23)c(OC)c1	-4.0	-0.1	0.4	-14.2
COCCOC(=O)C1=C(C)NC2=C(C(=O)CC(C)(C)C2)C1c1ccccc1OCc1ccccc1 (stereo not given)	4.1	0.0	1.0	13.1
CCS(=O)(=O)c1ccc2oc(Nc3ccccc3)nc2c1	15.2	0.0	-3.1	-49.2
COc1cc(Nc2nc(Nc3cnccn3)nc3nc[nH]c23)cc(OC)c1OC	0.6	4.5*	2.2	34.3*
O=C(N1C2CCC1CC(O)(c1cccnc1)C2)C12CC3CC(CC(C3)C1)C2 (stereo not given)	-4.1	-0.3	1.8	-0.2
O=C(Oc1cccc(Br)c1)c1ccc(Br)o1	1.6	0.4	0.1	-1.3
COc1cc(/C=C2/C(=N)N3OC(C)=CC3=NC2=O)ccc1OCc1ccc(C)cc1	-4.0	0.4	-1.7	-40.6
CC(=O)c1cccc(NC(=O)c2cc3nc(-c4ccccc4)cc(C)n3n2)c1	1.0	0.1	3.5	-4.8
CN1c2ccccc2C(C)(C)C12Cc1cc(NS(=O)(=O)c3ccc(Cl)cc3)ccc1O2 (stereo not given)	24.2	1.0	-0.1	-0.1
COc1ccc(-c2noc(CN(C(=O)C(C)Oc3ccc(C)cc3)C(C)C)n2)cc1OC (stereo not given)	2.4	-0.1	-0.9	10.1
COc1cc(S(=O)(=O)Nc2ccccc2)ccc1NC(=O)CCc1ccccc1	-19.5	-0.1	0.1	5.4
Cc1ncc2c(c1CNC(=O)Cn1ccnc1)CCN(C(=O)Cc1ccc3c(c1)OCO3)C2	-4.5	-0.1	-0.5	5.7
CCN(CC)S(=O)(=O)c1ccc(C(=O)OCCN2C(=O)CCC2=O)cc1	13.1	0.1	0.8	-10.8
CC(=O)c1cccc(NC(=O)CCS(=O)(=O)c2ccc(Br)s2)c1	2.6	-0.1	-0.3	-5.2
O=C(Nc1cccc(C(F)(F)F)c1)N[C@H]1C[C@H]2C(=O)N[C@@H](CO)C(=O)N2C1	1.2	0.3	0.7	-0.1
Cc1ccc(CN(Cc2ccccn2)C(=S)Nc2ccc(C)c(C)c2)cc1	-5.5	-0.1	-0.2	-8.0
COc1ccc(Oc2coc3cc(OC(=O)c4ccc(Cl)cc4Cl)ccc3c2=O)cc1	6.2	-0.1	0.4	-1.2
COc1ccc(CCNc2cc(Nc3ccccn3)nc(N)n2)cc1	14.0	0.0	-1.1	7.1
COc1cc(OC)nc(Oc2ccccc2C(=O)N(C)OC)n1	14.2	0.1	-2.2	-5.8
O=C(CSc1ccccc1)Nc1ccccc1C(=O)Nc1ccc(C(=O)O)cc1	4.4	-0.1	0.0	-1.9
Fc1ccc(NC(=S)NCC2CCCO2)cc1 (stereo not given)	8.7&11.1&8.3	-0.1&0.3&1.4	2.8&1.8&1.0	9.9&3.7&0.2
O=C(NCC1CCCN(Cc2ccon2)C1)c1n[nH]c2ccccc12 (stereo not given)	-3.3	-0.1	4.0	-1.1
Cc1ccc(/C(O)=C(\C#N)c2nc3sc(C)c(C)c3c(=O)[nH]2)s1	-3.8	0.4	-2.8	-28.2
COc1ccccc1NC(=O)CCN1C(=O)c2cccc([N+](=O)[O-])c2C1=O	21.1	0.4	-1.0	12.5
CCc1ccccc1NC(=O)CN(c1ccccc1Cl)S(C)(=O)=O	16.4	0.3	0.7	1.7
O=C(Nc1c2c(nn1-c1ccc([N+](=O)[O-])cc1)CSC2)c1ccc(Cl)cc1Cl	-12.1	0.0	0.7	14.8
O=C1/C(=C/c2ccc(N3CCOCC3)cc2)Cc2ccccc21	9.7	0.1	-0.5	-3.0
COc1ccc(S(=O)(=O)N(CCc2ccccc2)CC(=O)NC2CCCC2)cc1	-3.9	0.2	-1.9	5.1
O=C(NCc1ccccc1Cl)c1cnn2c(C(F)(F)F)cc(-c3cccs3)nc12	-1.9	0.0	-1.0	-2.3
CCOc1cc(CN2CCc3nnc(-c4ccccc4)n3CC2)ccc1OC	-4.6	-0.1	-0.7	6.8
CS(=O)(=O)c1ccc2nc(NS(=O)(=O)c3ccc4ccccc4c3)sc2c1	4.9	0.0	0.0	7.3
O=C(c1nc(-c2cccnc2)no1)N1CCOCC1	-0.2	0.0	0.9	9.1
CC1CCN(Cc2nnnn2CCCC(=O)NCCC2=CCCCC2)CC1	1.8	-0.1	3.4	12.8

Entries above containing a COOH group, in the order listed:
SMILES	MITF primary	FBW7 act	GPR151 activ	TEAD-YAP block
CCOc1cc(OCC)cc(C(=O)O)c1	16.9	0.0	0.4	-3.0
O=C(CSc1ccccc1)Nc1ccccc1C(=O)Nc1ccc(C(=O)O)cc1	4.4	-0.1	0.0	-1.9

Following part
SMILES	MITF primary	FBW7 act	GPR151 activ	TEAD-YAP block
CC1CC(=O)Nc2ccccc2N1C=O (stereo not given)	0.0	0.1	0.9	-3.8
CCc1nnc(NC(=O)c2ccc(OC)c(Br)c2)s1	-7.8	-0.2	-0.2	2.3
O=c1cc(CO)oc(C(Nc2cccc(C(F)(F)F)c2)c2ccccn2)c1O (stereo not given)	-0.9	-0.3	0.7	-2.9
O=C(c1ccc(F)cc1)N1CCCCCC1	-3.0	0.8	-0.8	2.7
O=C(/C=C\Nc1ccccn1)c1ccc(Cl)cc1	11.6	0.2	1.2	-53.0
OCCCNc1nccn2c(-c3cc(C(F)(F)F)cc(C(F)(F)F)c3)cnc12	-12.9	-0.4	-1.0	4.5
COc1ccc(-c2ccc(NCC3COCCO3)nn2)cc1 (stereo not given)	15.5	0.7	0.7	-21.8
Cc1ccc2oc(C(=O)N(Cc3ccccc3)Cc3ccccc3)cc2n1	-7.9	-0.1	-0.9	-8.8
CC(C)(C)C(=O)COC(=O)c1cc(=O)c2ccccc2o1	0.1	1.3	-1.8	13.9
Cc1oc2c(CN(C)C)c(O)ccc2c(=O)c1Oc1ccc2ccccc2c1	6.5	0.0	2.1	-6.1
O=C(CSc1nc2ccsc2c(=O)n1Cc1ccccc1)Nc1nccs1	4.0	0.1	-0.3	2.5
COc1ccccc1/C=C1\C(=O)NN(c2ccc(Cl)cc2)C1=O	-11.0	-0.2	-1.1	-1.7
Cc1ccc(-c2nc3sc(CCNS(=O)(=O)c4ccccc4F)c(C)n3n2)cc1	17.9	1.6	0.2	2.0
Nn1c(SCc2cn3ccsc3n2)nnc1C1CC1	-6.4	-0.1	-0.1	-1.2
OCC(CO)NCc1ccccc1OCC(O)CN1CCc2ccccc2C1 (stereo not given)	8.4	-0.1	0.5	-1.2
CCOc1ccccc1-c1nc(-c2cc3ccccc3[nH]c2=O)no1	0.0	-0.1	-0.4	-7.4
